# Cneo AK release = Cryptococcus neoformans cell lysis inducers, primary screen, AK release luminescence, single concentration; C. neoformans lysis, adenylate kinase release luminescence, 4 h; normalised: neutral wells 0, clomiphene wells 100; lysis activity, % at 15 µM; hit rate 0.2% among 360,000; AID 651654, 2012;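 active = mean lysis activity across replicates of at least 80%, whatever share of replicates individually reach that level; inactive = mean lysis activity below 80%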
#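 Assay system: C. neoformans cells. Amount: yeast cell density of 5 × 10^6 cells/mL. Technique: AK luminescence. Buffer or medium: YPD. Times: static 4 h at 37 °C with compound, 1 h detection. Dosing: single-point compound dose. Read-out: lysis from increased AK signal.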
# FN deposition inh = inhibitors of fibronectin matrix deposition, primary screen, AH1F cells, Alexa488-fibronectin fluorescence, plate reader | hit rate 0.086% among 350,000 | AH1F fibroblasts, overnight | AID 743247, 2014 | inhibition, % at 12.6 µM;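 active = mean inhibition across replicates of 30% or more, regardless of how many single replicates reach that level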;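 also: positive control wells lacked labelled fibronectin entirely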
#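 Material – AH1F fibroblast monolayer, labelled fibronectin deposition · Reagent – labelled fibronectin 24 nM · Timing – 1 h adhesion, overnight exposure · Measured by – fluorescence at 485 nm excitation, 525 nm emission · Read-out – inhibition of fibronectin deposition signal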
# EWS-Fli block = EWS/Fli-driven NR0B1 reporter inhibitors, primary screen, A673 cells, NR0B1 luciferase, luminescence, MLPCN library. viability-normalised. inhibition, % at 12.6 µM. hit rate 0.67% among 350,000. AID 651661, 2012;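 active = mean inhibition of at least 50% after viability correction, with every replicate also passing that limit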;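 also: firefly luciferase signal divided by Alamar Blue viability fluorescence both relative to DMSO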
# PAX8 reporter = inhibitors of PAX8-driven TPO luciferase reporter, primary screen, RMG-I cells, single concentration; SteadyGlo, 24 h; inhibition, % at 12.6 µM; hit rate 1.2% among 360,000; AID 652154, 2013;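 active = mean replicate inhibition at least 60% with every replicate also reaching 60%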;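 also: luciferase light reporting Pax8 driven TPO promoter activity; plate controls were median of neutral control wells for no effect and mitoxantrone controls for full effect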
# CASP6 VEID inh = human caspase-6 inhibitors, primary screen, biochemical, VEID-R110 fluorescence, single point, set 2; hit rate 0.53% among 350,000; inhibition, % at 12.5 µM; P55212; purified caspase-6, Z-VEID-R110 cleavage fluorescence;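 active = mean inhibition across replicates at least about 35%, with every replicate also reaching that limit, limit read from the data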;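 also: 0% = median of neutral control wells and 100% = no fluorescence left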
# Target sequence (P55212 24-179 limits assumed): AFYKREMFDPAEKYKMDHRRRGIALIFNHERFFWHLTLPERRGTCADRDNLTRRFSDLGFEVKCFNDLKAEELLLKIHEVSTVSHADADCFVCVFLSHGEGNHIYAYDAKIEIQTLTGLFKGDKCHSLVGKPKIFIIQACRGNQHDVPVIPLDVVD
# Target sequence (P55212 194-293 limits assumed): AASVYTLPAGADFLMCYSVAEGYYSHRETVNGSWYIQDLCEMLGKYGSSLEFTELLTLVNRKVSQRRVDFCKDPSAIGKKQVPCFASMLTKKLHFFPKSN
# LGR2 inh = inhibitors of bursicon-induced LGR2 CRE-luciferase signal, primary screen, cell-based, HEK293, CRE-luciferase reporter, bursicon stimulation. hit rate 0.35% among 380,000. bursicon-stimulated, 4 h. inhibition, % at 9.99 µM;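 active = drop in luminescence signal, shown as inhibition above about 50% in the replicate tests, limit read from the data, passing the limit was not always enough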;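 also: agonist challenge used bursicon conditioned medium at about half maximal strength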
# miR-122 sensor = miR-122 Renilla sensor signal increase in Huh7, primary screen, miR-122 inhibitor project, cell-based, single point, plate reader | activation (reporter increase), % at 12.5 µM | Huh7 miR-122 Renilla luciferase sensor, 48 h; neutral wells = 0, positive control = 100 | hit rate 0.3% among 340,000 | AID 602342, 2012;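 active = mean replicate activation score at least 90 and every replicate individually at or above 90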;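 also: higher luciferase means less miR-122 activity so hits act as miR-122 inhibitors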
# PGC1a acetyl inh = inhibitors of PGC1a acetylation signal, primary screen, cell-based, U2OS, AlphaScreen, inhibitor mode; hit rate 0.17% among 350,000; AlphaScreen anti-acetyl-lysine; with virally co-expressed GCN5 acetyltransferase; inhibition, % at 15.6 µM;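 active = every replicate shows inhibition of at least 40%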;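 also: 0% = neutral control wells and 100% = positive control wells; some results beyond the cut were filed as inactive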
# Active calls of the source: *; . = no result given; [ ] = dose if it differs, or a comment.
SMILES,Cneo AK release,FN deposition inh,EWS-Fli block,PAX8 reporter,CASP6 VEID inh,LGR2 inh,miR-122 sensor,PGC1a acetyl inh
Cc1cc(C(=O)OCC(=O)N2CCc3ccccc32)ccc1[N+](=O)[O-],1,1,-2,5,-2,-10,3,-1
C[C@@H]1CN([C@H](C)CO)C(=O)c2cc(NC(=O)Nc3ccccc3)ccc2O[C@@H](C)CCCCO[C@H]1CN(C)C(=O)Nc1ccc(C(F)(F)F)cc1,.,4,24,84*,-1,6,.,-2
COc1ccc(OCC(O)CN(CCO)CC(O)Cn2ccc3ccccc32)cc1 (stereo unspecified),0,11,21,3,0,-4,1,.
O=C(NCC[C@@H]1CC[C@H](NS(=O)(=O)c2cccc(F)c2)[C@@H](CO)O1)C1CCC1,0,.,-2,-11,-3,5,.,7
COc1ccccc1NS(=O)(=O)c1cc(NC(=S)NCCN2CCOCC2)ccc1N1CCOCC1,.,4,-2,10,2,0,217*,.
CNC[C@H]1Oc2ccc(NC(=O)CCN3CCOCC3)cc2C(=O)N([C@@H](C)CO)C[C@@H]1C,.,-8,-8,-23,.,-8,-2[16.7 µM],6
CCC(NC(=O)CCl)c1ccc(C)cc1 (stereo unspecified),.,-3,2,9,7,0,.,.
COC(=O)[C@@]12CCCN1[C@H](c1ccc(-c3ccc(OC)cc3)cc1)[C@@H]1C(=O)N(C)C(=O)[C@@H]12,3,-18,-35,-5,-6,1,.,.
COc1ccc(-c2cnc3n2CCCCC3)cc1,-1,1,3,0,-5,8,.,20
COc1ccccc1-c1ccc(SCC(=O)N2CCOCC2)nn1,1,8,4,6,2,3,3,-2
CN(C(=O)COC(=O)COc1ccc(N(C)S(=O)(=O)c2ccc(Cl)cc2)cc1)c1ccccc1,0,-11,3,-27,0,-9,1,-3
CCc1c(C#N)sc(C(N)=O)c1CC,0,-5,2,-14,4,15,-1,20
COC(=O)C1=C(C(=O)OC)[N+]2=C3N(C(=O)NC2(C)C)[C@H](CO)C[C@@]32c3ccccc3N(Cc3ccccc3)[C@@H]12,0,-4,0,11,-1,-4,-3,32
CCN(CCCc1ccccc1)CCCc1ccccc1,4,6,-1,11,.,8,12,-3
Cc1cn([C@H]2C[C@H](O)[C@@H](CNCc3ccc(CN(C)S(C)(=O)=O)o3)O2)c(=O)[nH]c1=O,0,15,2,-12,-1,-9,-4,.
COc1ccc(NC(=O)Nc2cccc3c2O[C@@H](CN(C)C(=O)Nc2c(C)noc2C)[C@@H](C)CN([C@@H](C)CO)C3=O)cc1,-6,-3,-6,-11,-2,3,-5[16.7 µM],-5
Cc1ccc(S(=O)(=O)N2CC[C@@H]3[C@H](CO)Nc4ccc(-c5cccc(C(=O)N(C)C)c5)cc4[C@@H]32)cc1,-24,1,16,23,3,-3,46[16.7 µM],-28
CCOc1ccc(OCC)c(NC(=O)CSc2nnnn2CC)c1,.,2,.,4,.,.,-1,-7
C[C@H](CO)N1C[C@H](C)[C@H](CN(C)C)Oc2c(NC(=O)c3cnccn3)cccc2C1=O,-2,.,-13,1,2,6,4[16.7 µM],3
C[C@H]1CN([C@@H](C)CO)C(=O)Cc2cc(NC(=O)Nc3ccc4c(c3)OCO4)ccc2O[C@@H]1CN(C)Cc1ccc(C(F)(F)F)cc1,-2,.,4,-18,-4,-6,4[16.7 µM],2
C[C@H](CO)N1C[C@H](C)[C@@H](CN(C)C(=O)NC2CCCCC2)Oc2ccc(NC(=O)CCCCCC(=O)Nc3ccccc3N)cc2C1=O,.,.,8,-33,.,-2,.,5
C[C@H]1CN([C@@H](C)CO)C(=O)c2cc(-c3cccnc3)cnc2O[C@@H]1CN(C)Cc1ccccc1,.,-2,-12,.,.,12,1[16.7 µM],1
C=CCNC(=S)N/N=C/c1cccc([N+](=O)[O-])c1,12,-1,2,2,2,-1,-1,-17
C=C1CC(c2ccc(-c3ccccc3)cc2)OC1=O (stereo unspecified),-12,.,49,55,-1,.,.,2
CC1CS(=O)(=O)CCN1N=Cc1ccc([N+](=O)[O-])o1 (stereo unspecified),0,2,-5,-3,3,-2,-6,-6
Cc1ccc(-c2onc3ccc(C4(C)OCCO4)cc23)cc1,1,4,.,-21,.,.,-1,7
CC(C)(C)OC(=O)C[C@@H]1C/C=C\C[C@H](CC(=O)N(CCO)Cc2ccccc2)C(=O)N2CCC[C@@H]2COC1=O,5,-1,-3,0,-6,12,29,.
COc1ccccc1/C=N/N1CCN(Cc2ccccc2Cl)CC1,-4,5,-5,15,-5,.,-2,-3
C[C@@H]1CN([C@H](C)CO)C(=O)CCCn2cc(nn2)CO[C@@H]1CN(C)Cc1ccc(O)cc1,-12,6,-3,.,-2,5,-4[16.7 µM],2
CN(c1ccccc1)c1cc(Br)nc(Br)c1,.,11,-13,-17,3,-8,.,.

# Arranged by number of heavy atoms (low to high): 6 of the compounds above.
SMILES,Cneo AK release,FN deposition inh,EWS-Fli block,PAX8 reporter,CASP6 VEID inh,LGR2 inh,miR-122 sensor,PGC1a acetyl inh
CCc1c(C#N)sc(C(N)=O)c1CC,0,-5,2,-14,4,15,-1,20
COc1ccc(-c2cnc3n2CCCCC3)cc1,-1,1,3,0,-5,8,.,20
CC1CS(=O)(=O)CCN1N=Cc1ccc([N+](=O)[O-])o1 (stereo unspecified),0,2,-5,-3,3,-2,-6,-6
COc1ccccc1/C=N/N1CCN(Cc2ccccc2Cl)CC1,-4,5,-5,15,-5,.,-2,-3
C[C@H](CO)N1C[C@H](C)[C@H](CN(C)C)Oc2c(NC(=O)c3cnccn3)cccc2C1=O,-2,.,-13,1,2,6,4[16.7 µM],3
C[C@@H]1CN([C@H](C)CO)C(=O)CCCn2cc(nn2)CO[C@@H]1CN(C)Cc1ccc(O)cc1,-12,6,-3,.,-2,5,-4[16.7 µM],2

# Next section:
SMILES,Cneo AK release,FN deposition inh,EWS-Fli block,PAX8 reporter,CASP6 VEID inh,LGR2 inh,miR-122 sensor,PGC1a acetyl inh
O=C(CSc1nnc(-c2ccccc2)n1Cc1ccco1)Nc1ccc2c(c1)OCCO2,6,4,.,.,.,.,12,-5
CC(=O)N(C[C@H]1N[C@H](CO)[C@H]1c1ccc(-c2ccccc2)cc1)C(C)C,2,4,-7,-7,2,-2,-8[16.7 µM],-1
CC1=NN(C(C#N)c2ccccc2O)C(C)(C)C1 (stereo unspecified),.,-8,9,-6,0,2,.,-1
COc1ccc(NC(=O)CN(c2ccccc2)S(=O)(=O)c2ccccc2)c(OC)c1,0,-1,7,22,3,-9,4,-8
COc1ccc(S(=O)(=O)N2CCC(C(=O)NCc3ccncc3)CC2)cc1Cl,-1,1,13,-5,-2,-2,-2,-2
NNC(=S)Nc1ccc(Cl)cc1,1,-7,-7,1,0,-6,-4,2
Cc1ccc(C)c(-n2c(-c3cccnc3)n[nH]c2=S)c1,.,-7,-5,-2,-1,19,-8,-3
O=C1CC2(CCN(C(=O)c3ccccc3Cl)CC2)Oc2ccccc21,-1,-12,4,1,-2,14,.,11
COc1ccc(-n2nc(C(=O)O)c3ccccc3c2=O)c(OC)c1,0,.,-4,.,2,28,.,-2
CCOCCCN(C)C1CCN(C(=O)c2oc3ccccc3c2NC(=O)Cc2ccc(F)cc2)CC1,-7,2,-3,15,-6,-4,57,-18
CN(C)CC(=O)N1CC(=O)N2[C@H](CO)[C@@H](c3ccc(-c4ccc(C#N)cc4)cc3)[C@H]2C1,.,.,2,-23,1,5,.,1
COc1ccc(-c2noc(CN(C(=O)c3cccs3)C(C)C)n2)cc1,3,2,.,.,.,18,2,0
Cc1ccc2sc(NNC(=O)C3=COCCO3)nc2c1C,.,-10,-9,-14,3,-6,.,6
Cc1ccccc1-c1ccc([C@@H]2[C@@H](CO)N3CCCCN(S(C)(=O)=O)C[C@H]23)cc1,1,.,0,-3,-2,-26,5[16.7 µM],0
COC(=O)[C@@]1(Cc2ccc(OC)cc2)[C@H]2c3cc(C(=O)N4CCCC4)n(Cc4cc(C)n(C)n4)c3C[C@H]2CN1C(=O)c1ccccc1,.,4,-2,0,2,9,.,.
Cc1cc(=O)[nH]c(SCc2nnc(-c3ccccc3)o2)n1,1,.,.,.,.,-9,0,-2
Cc1cc(NC(=O)C(C)SCC(=O)N(C)Cc2ccccc2F)no1 (stereo unspecified),0,-10,-1,-7,3,-11,-3,-10
C[C@@H]1CN([C@@H](C)CO)C(=O)c2cccc(NS(C)(=O)=O)c2O[C@H]1CN(C)Cc1ccccc1,1,.,0,-1,-1,-11,-8[16.7 µM],-2
COC(=O)c1c(NC(=O)C(=O)N2CCOCC2)sc2c1CCCC2,.,-9,.,-7,6,14,-11,4
Cc1ccc(C)c2[nH]c(=O)c(CCNC(=O)c3ccc(S(=O)(=O)N4CCCC4)cc3)cc12,-1,7,-2,2,0,-5,.,.
N#Cc1c(N)[nH]c(C(=O)c2ccccc2)c1-c1ccc(Cl)cc1,.,.,-4,-8,-1,1,.,.
N/C(=N\S(=O)(=O)c1cc(C(F)(F)F)cc(C(F)(F)F)c1)c1ccc(Cl)cc1,.,10,33,25,3,43,29,11
N#CSC(c1ccccc1)c1nc2ccccc2[nH]c1=O (stereo unspecified),-1,5,11,15,6,-8,25,-5
CN(c1ccccc1)S(=O)(=O)c1ccc(Cl)c(C(=O)OCC(=O)NC2CCS(=O)(=O)C2)c1 (stereo unspecified),.,.,2,6,17,3,-3,1
Cc1ccc(-c2cc(C(=O)N3CCC(C)CC3)c3ccccc3n2)cc1,-2,-4,-25,.,0,-9,17,.
O=C(NC1CCCN(CCc2ccccc2)C1)c1c[nH]c2ccccc12 (stereo unspecified),1,16,12,-2,-2,-6,-6,-32
O=C(O)c1cncc(C#Cc2ccccc2)c1,.,0,-7,-4,2,-4,.,.
C[C@@H]1CN([C@H](C)CO)C(=O)Cc2cc(NC(=O)CCCCCC(=O)Nc3ccccc3N)ccc2O[C@H]1CN(C)S(C)(=O)=O,-1,.,2,-25,1,-9,-3[16.7 µM],9
COC(=O)COc1ccc2cccc(-n3cnnn3)c2c1,1,7,-3,-20,0,8,-4,.
O=C(Nn1cnnc1)c1cc(Cl)ccc1Cl,4,0,-1,8,-4,3,-1,-6
COc1ccc(NC(=O)CN(C)C(=O)CCC(=O)c2ccc(C)cc2)cc1,-1,-8,-15,-5,3,21,1,.
CN(C(=O)COC(=O)c1ccccc1C(=O)N(C)c1ccccc1)c1ccccc1,0,3,0,2,-6,-6,-2,10
O=C(NCCSc1ccccc1)c1ccccc1,-3,.,.,.,.,-58,-2,-17
CCOC(=O)C1=NOC2(C1)C(=O)Nc1c(Cl)cccc12 (stereo unspecified),.,-2,7,3,-4,-5,.,.
COc1ccc(S(=O)(=O)N2CCCCN3[C@H](C2)[C@H](c2ccc(C#CC(C)C)cc2)[C@@H]3CO)cc1,-2,.,13,102*,-5,6,-6[16.7 µM],1
CCN(CC(=O)Nc1ccccc1C(F)(F)F)C(=O)CN1C(=O)NC(C)(c2ccccc2)C1=O (stereo unspecified),-2,-11,2,-2,1,13,.,.
COc1ccc(Cl)cc1C(=O)n1cnc2ccccc21,-1,-2,16,-17,-1,0,.,.
O=C(C[C@@H]1C[C@@H]2c3cc(NC(=O)Nc4ccc(F)cc4)ccc3O[C@@H]2[C@H](CO)O1)NC1CCCCC1,-2,-14,-4,-8,.,4,6[16.7 µM],6

# Screening results deposited in PubChem BioAssay by Broad Institute.
